Source: PubChem BioAssay
MsrA inh: bovine MsrA enzyme inhibitors, primary screen, biochemical, absorbance, HTS. Methionine sulfoxide reductase A (Bos taurus). purified bovine MsrA, absorbance read-out. inhibition, % at 15.5 µM. 360,000 tested, 0.75% active. AID 651718, 2012; in the data active = inhibition above about 4.5%;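 note: 0% = vehicle wells with enzyme and 100% = reference inhibitor wells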
E coli Lon inh: inhibitors of E. coli Lon protease, primary screen, biochemical, fluorescence polarization. purified E. coli Lon protease. inhibition, % at 7.94 µM. 360,000 tested, 0.42% active. P0A9M0. AID 602123, 2011; in the data active = inhibition above about 13%, passing the limit was not always enough;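 note: 0% = enzyme with probe and DMSO and 100% = no enzyme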
bovine MsrA act: bovine MsrA enzyme activators, primary screen, biochemical, absorbance, HTS | Methionine sulfoxide reductase A (Bos taurus) | purified bovine MsrA, absorbance read-out | activation, % at 10.6 µM | 360,000 tested, 0.3% active | AID 602163, 2012; in the data active = activation above about 7.5%;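 note: 0% = vehicle and 100% = reference activator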
MLLE-PAM2 inh: inhibitors of PABP1 MLLE–PAM2 peptide binding, primary screen, biochemical, fluorescence polarization, FITC-PAM2, GST-MLLE. Polyadenylate-binding protein 1 (Homo sapiens), P11940. inhibition, % at 20 µM. 360,000 tested, 0.36% active. AID 588489, 2011; in the data active = inhibition above about 35%, passing the limit was not always enough;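 note: plate controls were DMSO wells with GST-MLLE for no effect and wells lacking GST-MLLE protein for full effect; some results filed as inactive read as strong as hits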
TbMetRS inhib: T. brucei MetRS inhibitors, primary screen, biochemical, luminescence | methionyl-tRNA synthetase (Trypanosoma brucei brucei) | purified T. brucei MetRS, ATP depletion, Kinase-Glo luminescence | inhibition, % at 11.9 µM | 360,000 tested, 0.4% active;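 active = inhibition above a per-plate cutoff of the control wells' mean inhibition plus 3 SD, cut at about 5.5% in these data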;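 note: 0% = DMSO wells median and 100% = median of wells with control inhibitor compound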
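Material: parasite MetRS enzyme / Replication: singlicate, one well per compound / Signal: luminescence of leftover ATP / Schedule: 2 h aminoacylation at 25 °C after 15 min preincubation / Medium: HEPES-MgCl2-KCl buffer plus DTT, spermine, BSA, pyrophosphatase / Doses: 11.9 µM single point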
FAS TE block: FAS thioesterase domain inhibitors, primary screen, biochemical, fluorescence intensity, uHTS; inhibition, % at 15 µM; 360,000 tested, 0.67% active; AID 602261, 2012; recombinant FAS-TE, OMFH fluorogenic substrate, fluorescence endpoint; Fatty acid synthase (Homo sapiens), P49327;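 active = compounds whose normalised, plate-corrected inhibition of enzyme fluorescence in the single-dose primary screen is 50% or more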;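 note: 0% = DMSO with enzyme and 100% = substrate without enzyme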
MT1-MMP act inh: blockers of MT1-MMP proenzyme processing, primary screen, HT1080 RFP-PRO-GFP cells, GFP/RFP fluorescence | Matrix metalloproteinase-14 (Homo sapiens), P50281 | GFP/RFP ratio fluorescence, overnight; percent of plate control window, DMSO zero | GFP/RFP ratio change, % at 20 µM | 360,000 tested, 0.061% active;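 active = GFP/RFP ratio change of at least 30% with cell ATP level not reduced by more than half and red fluorescence within 50% of control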; note: strong numbers were not always called active
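Material: RFP-PRO-GFP reporter HT1080 cells. Dosing: single-point 20 µM compound, 1% DMSO. Controls: DMSO and RFP-L50D-GFP cell wells. Timing: cells overnight before dosing, compound overnight, 37 °C, 5% CO2. Measure: GFP/RFP fluorescence ratio.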
CendR NRP1 mod: modulators of CendR peptide binding to NRP-1, primary screen, biochemical, fluorescence polarization, uHTS | inhibition, % at 25 µM | FAM-RPARPAR peptide binding to NRP-1 | 360,000 tested, 0.85% active | Neuropilin-1 (Homo sapiens), O14786;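 active = inhibition or corrected inhibition above about 18%, plus a signal ratio from 0.5 to 1.5, limit read from the data, passing the limit was not always enough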; note: strong numbers were not always called active
Target sequence (O14786 whole entry, looked up): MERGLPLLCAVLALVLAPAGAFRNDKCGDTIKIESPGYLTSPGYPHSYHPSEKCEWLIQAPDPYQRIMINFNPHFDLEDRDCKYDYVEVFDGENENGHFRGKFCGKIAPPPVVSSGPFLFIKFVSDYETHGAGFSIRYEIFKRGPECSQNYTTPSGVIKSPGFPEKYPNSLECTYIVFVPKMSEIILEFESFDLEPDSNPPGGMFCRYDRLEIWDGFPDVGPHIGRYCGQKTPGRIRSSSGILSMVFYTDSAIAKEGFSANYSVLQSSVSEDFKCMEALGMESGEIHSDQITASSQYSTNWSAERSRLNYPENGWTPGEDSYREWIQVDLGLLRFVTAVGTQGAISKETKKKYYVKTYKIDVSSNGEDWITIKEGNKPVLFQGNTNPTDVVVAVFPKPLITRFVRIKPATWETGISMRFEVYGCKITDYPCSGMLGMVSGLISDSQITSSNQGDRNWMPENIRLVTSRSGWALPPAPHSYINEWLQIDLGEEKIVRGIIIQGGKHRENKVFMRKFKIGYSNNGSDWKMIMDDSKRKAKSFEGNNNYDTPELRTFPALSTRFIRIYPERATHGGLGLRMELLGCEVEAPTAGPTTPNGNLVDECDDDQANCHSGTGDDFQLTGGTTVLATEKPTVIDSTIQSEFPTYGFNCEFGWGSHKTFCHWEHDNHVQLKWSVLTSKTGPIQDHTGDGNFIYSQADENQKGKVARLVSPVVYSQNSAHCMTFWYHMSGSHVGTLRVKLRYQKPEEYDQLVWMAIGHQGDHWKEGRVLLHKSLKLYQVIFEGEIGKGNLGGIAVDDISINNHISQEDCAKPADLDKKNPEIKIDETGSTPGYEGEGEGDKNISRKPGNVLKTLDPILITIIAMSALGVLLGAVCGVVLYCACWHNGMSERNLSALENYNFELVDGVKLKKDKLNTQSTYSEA
SKN-1 inh: suppressors of acrylamide-induced Pgst-4::GFP reporter in worms, primary screen, SKN-1 inhibitor project, whole organism, uHTS, GFP/RFP fluorescence ratio, strain VP596; AID 624304, 2012; inhibition, % at 21.8 µM; 360,000 tested, 0.49% active; C. elegans VP596 Pgst-4::GFP/RFP ratio, 24 h;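 active = interference check ratio from 0.5 to 1.5 plus GFP to RFP signal ratio inhibition reaching or exceeding a fixed threshold, cut at about 30% in these data, passing the limit was not always enough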; note: some compounds called inactive have numbers as strong as hits
An asterisk follows results filed as active; x = not tested or not shown. This is a subset, so the mix of outcomes need not match the whole.

SMILES	MsrA inh	E coli Lon inh	bovine MsrA act	MLLE-PAM2 inh	TbMetRS inhib	FAS TE block	MT1-MMP act inh	CendR NRP1 mod	SKN-1 inh
O=C(O)C1C(C(=O)O)C2(Cl)C(Cl)=C(Cl)C1(Cl)C2(Cl)Cl (configuration not stated)	1.2	4	-3	6	0.0	-4	-1	-29	12
COc1cc(N2CCOCC2)ccc1/C=C1\C(=O)NC(=O)N(Cc2cccs2)C1=O	6.4*	-51	-4	-46	0.5	-5	12	-38	27
CC1COC2N=C(N[N+](=O)[O-])NC2O1 (configuration not stated)	2.5	-8	-4	6	0.7	0	2	17	3
Cc1cccc(NC(=O)N2CCCC2)c1	-0.1	-3	-1	-3	-0.6	-11	2	1	11
N#Cc1c(/N=C/c2ccc(O)cc2O)sc2c1C1CCN2CC1	3.8	-17	-4	-63	0.1	-6	1	-123	0
Cc1nc2ccc(Cl)cn2c1P(=S)(N1CCOCC1)N1CCOCC1	0.6	13	0	1	-0.7	-6	13	-2	6
CN(Cc1ccccc1)C1CCCN(C(=O)COc2ccccc2Cl)C1 (configuration not stated)	0.9	-5	3	-9	-0.3	4	0	-12	15
CC[N+](CC)(CC#CCO)CC#Cc1ccccc1	-0.6	1	2	3	-0.1	-3	-7	5	-7
NC(=O)OCCCc1ccccc1	-0.5	-12	-2	-11	-0.8	-2	0	-2	9
COc1cccc(C2(O)CCSCC2CN(C)C)c1 (configuration not stated)	0.3	-1	-5	1	0.0	-9	-1	5	-4

Some of the entries above, set out differently.
CC1COC2N=C(N[N+](=O)[O-])NC2O1 (configuration not stated)
  MsrA inh: 2.5
  E coli Lon inh: -8
  bovine MsrA act: -4
  MLLE-PAM2 inh: 6
  TbMetRS inhib: 0.7
  FAS TE block: 0
  MT1-MMP act inh: 2
  CendR NRP1 mod: 17
  SKN-1 inh: 3

Cc1cccc(NC(=O)N2CCCC2)c1
  MsrA inh: -0.1
  E coli Lon inh: -3
  bovine MsrA act: -1
  MLLE-PAM2 inh: -3
  TbMetRS inhib: -0.6
  FAS TE block: -11
  MT1-MMP act inh: 2
  CendR NRP1 mod: 1
  SKN-1 inh: 11

Next results
SMILES	MsrA inh	E coli Lon inh	bovine MsrA act	MLLE-PAM2 inh	TbMetRS inhib	FAS TE block	MT1-MMP act inh	CendR NRP1 mod	SKN-1 inh
O=c1[nH]c(=O)n(-c2ccc(Br)cc2)c(O)c1C=NCCN1CCCCC1	-1.2	-26	-2	-33	0.2	-5	0	-45	25
C[C@]12CC[C@H]3[C@@H](CC[C@]4(O)C[C@@H](O)CC[C@]34C=O)[C@@]1(O)CC[C@@H]2C1=CC(=O)OC1	-1.0	0	-5	-5	-1.4	-5	-35	1	-10
Cc1nc2cc(-c3ccccc3)nn2c(C)c1CCC(=O)N1CCC2(CC1)OCCO2	0.7	-4	-11	-1	-1.9	-8	15	5	-12
COC(=O)C1=C(c2cccc3c2S(=O)(=O)c2ccccc2-3)C[C@@H]2CC[C@H]1N2C(=O)N1CCc2cc(OC)c(OC)cc2C1	-1.0	1	-3	4	-0.3	68*	8	4	-2
CCOC(=O)C(O)(c1ccc(NC(=O)NC2CCCCC2)cc1)C(F)(F)F (configuration not stated)	-1.2	1	-2	-8	-0.4	-1	4	11	4
O=[N+]([O-])c1cc(F)c(N2CCCC2)cc1Br	2.5	2	-7	-3	-0.7	27	-3	14	-10
Cc1cccc(-n2c(O)c(/C=C3/C(c4ccccc4)=Nc4ccccc43)c(=O)[nH]c2=O)c1	-0.3	-28	-2	-29	0.6	-3	-7	-27	9
CC(C)OP(=O)(OC(C)C)C(O)c1cccnc1 (configuration not stated)	0.3	4	-5	-16	-0.4	-11	2	0	4
CC1CC2(C)C(CCC3C2CCC2(C)C(OP(=O)(N4CC4)N4CC4)CCC32)CC1=O (configuration not stated)	0.7	2	-1	-2	-0.3	2	6	8	17
N#CC[N+]1(CCCNP2(=O)C=C(c3ccccc3)OC(c3ccccc3)=C2)CCOCC1	0.4	-2	-14	6	-0.8	-6	-1	-13	1
COc1cccc(CN2CCN(C(=O)COc3ccc4ccccc4c3)CC2)c1	-1.3	7	-2	10	-0.4	12	-3	2	1
C=CCN1C(=O)NC(=O)/C(=C/C=C/c2ccccc2)C1=O	0.1	-14	-4	-35	0.4	-5	-15	-113	16
Cc1noc(C)c1CSCC(=O)Nc1ccc(C#N)c(Cl)c1	-0.3	13	-2	-5	-0.3	8	1	-12	19
COC(=O)C1=C(c2cccc(C#N)c2)C[C@@H]2CC[C@H]1N2C(=O)N1CCc2cc(OC)c(OC)cc2C1	-0.8	8	-6	1	-0.5	-6	-2	-4	-13
CN(C)c1ccc(CCN2CCOCC2)cc1	0.7	-2	-2	6	0.0	-11	-1	6	28
CCOC(=O)[C@]12Cc3cc(OC)ccc3[C@H]1N(C)C(=O)c1cc(OC)ccc12	-0.6	-5	2	x	-0.2	10	-9	4	-11
CCCCn1c(=O)c(C(=O)Nc2ccccc2C)c(O)c2ccccc21	x	-4	-2	4	0.2	21	-2	0	15
C[C@]12CC[C@@H](O)C[C@@H]1CC[C@@H]1[C@@H]2CC[C@]2(C)[C@@H](O)CC[C@@H]12	-1.1	-8	-7	2	-1.2	2	6	2	-3
CC(=O)OC1(c2ccccc2)CCN(C)C(C)C1C (configuration not stated)	-0.6	0	-6	1	-0.8	-3	-4	-13	-28
CC(C)c1oc(=O)cc2c1[C@@H](O)[C@H]1OC(=O)[C@@]3(C)CC[C@@H](O)[C@@]2(C)C13 (some centres not stated)	-0.4	7	-10	2	-0.5	-3	-35	-7	-15
CN(C)CCN=Cc1c(O)n(Cc2ccc3c(c2)OCO3)c(=S)[nH]c1=O	0.1	8	-6	-38	-0.5	-5	-7	-41	16
Cc1cc(C=O)c(C)n1C(C)C	0.4	1	0	4	-0.4	-2	-2	-7	-1
O=[N+]([O-])c1ccc(N2CC2)c([N+](=O)[O-])c1	2.2	4	-2	5	-0.1	-4	1	18	-4
O=[N+]([O-])c1c2ccccc2cc2ccccc12	x	3	-4	0	0.3	-10	3	-11	-6
COc1ccccc1N1CCN(Cc2ccc(Br)s2)CC1	0.8	-1	0	-5	0.1	13	4	1	-14
O=C(NCc1ccccc1)c1cccn(Cc2ccccc2)c1=O	0.4	-3	-2	5	0.5	3	0	-4	8
COCc1c(CN)cnc(C)c1N	0.2	3	-1	16	-0.6	-9	-5	-17	15
CC1(C)CC(=O)C2=C(C1)NC(=O)C21C(C(=O)OC(C)(C)C)=C(N)Oc2ccc(Br)cc21 (configuration not stated)	1.7	-1	-1	2	-0.3	37	-7	0	-3
CCCCCCCCCCCCn1ccc(=N)cc1	-2.3	-6	-1	-4	0.4	-1	-8	-1	19
Cc1oc(-c2ccccc2Cl)nc1CN1C(=O)CN=C(c2ccccc2)c2ccccc21	0.0	-3	-1	11	-0.4	19	-5	-2	0
CCCS(=O)(=O)N1CCC(C(=O)N2CCC3(CC2)OCCO3)CC1	0.7	-3	1	-8	0.1	-5	4	0	-9
N#CCCn1cc(C(=O)NCc2ccccc2)c(-c2ccc3c(c2)OCCO3)n1	0.1	-1	-4	7	0.5	-5	-3	12	13
COc1ccc(-c2cc(=Nc3cccc(C(=O)O)c3)c3cc(C)ccc3o2)cc1	2.1	1	-4	7	-0.1	4	4	6	7
O=C(NCCN1CCCCC1)c1ccc(Cl)nc1Cl	-1.8	-9	-2	-15	1.4	-14	-6	-3	9
CCCCCn1c(NC(=O)c2ccco2)c(C(=O)OCC)c2nc3ccccc3nc21	x	-3	-12	-15	2.4	17	-39	-11	-4
Cc1cc(O)c(CN2CCN(c3ccccc3)CC2)cc1C	-0.6	-8	0	-13	-1.2	-6	1	9	5
Cc1ccc(/C=C2\C(=O)NC(=S)N(c3cccc(F)c3)C2=O)o1	1.9	-72	-4	-43	0.5	-5	-18	-194	18
N#CCCn1cc(C(=O)Nc2ccc([N+](=O)[O-])cc2)c(-c2ccccc2)n1	2.6	1	-10	-8	-0.1	8	2	-4	-5
C[N+]1(C)CCN(c2ccccc2)CC1	-0.5	7	0	-122	-0.6	1	-3	-10	11
CC(=O)N(C1=NCCCS1)c1ccc(F)cc1	0.1	7	-4	-8	0.1	-7	5	5	39*

The final three compounds of the section above come first, to join the parts.
SMILES	MsrA inh	E coli Lon inh	bovine MsrA act	MLLE-PAM2 inh	TbMetRS inhib	FAS TE block	MT1-MMP act inh	CendR NRP1 mod	SKN-1 inh
N#CCCn1cc(C(=O)Nc2ccc([N+](=O)[O-])cc2)c(-c2ccccc2)n1	2.6	1	-10	-8	-0.1	8	2	-4	-5
C[N+]1(C)CCN(c2ccccc2)CC1	-0.5	7	0	-122	-0.6	1	-3	-10	11
CC(=O)N(C1=NCCCS1)c1ccc(F)cc1	0.1	7	-4	-8	0.1	-7	5	5	39*
NNc1n[nH]c(=S)n1N	1.1	3	2	-8	-0.7	-6	1	10	4
O=[N+]([O-])c1cc([As](=O)(O)O)ccc1O	1.3	0	1	4	-1.3	-1	1	-15	10
CC[C@H]1c2ccccc2[C@@H]2CC[C@H]1N2c1ccccc1	0.2	x	x	x	-0.8	x	2	2	21
CC(=O)c1ccc(OCC(=O)N2CCCC(N3CCN(c4ccccc4C)CC3)C2)cc1 (configuration not stated)	0.0	1	-5	-2	-0.4	-3	-1	9	21
Cc1ccc2c(c1)[C@@H]1CN(C)CC[C@@H]1N2C(=O)Nc1cccc(C(F)(F)F)c1	-0.2	-1	0	-1	-0.7	15	6	6	6
CCCn1cc(C(=O)O)cn1	-0.7	7	-10	11	-1.8	-3	5	13	7
Cc1ccc(-n2c(O)c(C=NC3CCCC3)c(=O)[nH]c2=O)c(C)c1	1.2	-6	6	-8	-1.0	-2	1	16	-16
C[C@]1(O)CCC2C3CC[C@@H]4CC(=O)CC[C@]4(C)C3CC[C@@]21C (some centres not stated)	0.4	-2	-1	6	-0.4	-6	2	-1	4
CCOC(=O)CNC(=O)N1Cc2cc(N3CCCCC3)ccc2-n2nncc2C1	x	-7	-3	-19	0.3	-7	0	-20	22
COc1ccc(OC)c(CC(=O)O)c1	2.9	0	-5	1	0.1	-7	-2	1	9
Cc1nc(C)c(C(=O)NN=Cc2ccc(N(CCCl)CCCl)cc2)s1	2.7	-6	-5	-2	0.1	-4	-2	8	-8
CS(=O)(=O)c1ccc(C2=C(CNC(=O)c3cccs3)[C@H]3CC[C@@H](C2)N3Cc2ccccc2)cc1	-0.4	-5	-1	-6	0.1	-7	2	-13	8
CCOC(=O)[C@]12Cc3cc(C)ccc3[C@H]1N(C)C(=O)c1ccccc12	-0.1	-4	-2	x	-0.7	6	-1	0	-14
CC1CCC(C(=O)NC(C(=O)N2CCC3(CC2)OCCO3)C(C)C)CC1 (configuration not stated)	-0.6	7	0	-5	0.1	-7	0	-2	-5
Cc1[nH]c2ccccc2c1C(=O)C(=O)N1CC2CC(C1)c1cccc(=O)n1C2 (configuration not stated)	0.8	-2	-1	3	3.9	-6	-5	-2	11
